From PubChem BioAssay
aSyn 5UTR inh: 5' untranslated region of α-synuclein, MLPCN primary screen; alpha-synuclein 5'UTR reporter, inhibitor activity; inhibition, % (tested at 7.5 µM); 300,000 compounds, 0.82% hits; AID 1813; in the data active means inhibition above about 60%;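 further: H4 neuroglioblastoma cells stably carrying SNCA 5'UTR luciferase fusion; 0% = DMSO wells and 100% = positive control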
KLF5 inhibitor: kruppel-like factor 5 inhibition; DLD-1 KLF5 promoter-luciferase reporter, luminescence; inhibition, % at 5 µM; 290,000 compounds, 0.23% hits; AID 1700;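 active means inhibition above a per-plate limit of that plate's mean compound inhibition plus 3 SD, cut at about 60% in these data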;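 further: 0% = DMSO wells and 100% = LY294002 at 200 µM; higher means less KLF5 promoter-driven luciferase light; inactives centre near -14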
HDAC3 inhib: human HDAC3 inhibition; recombinant HDAC3, fluorogenic peptide/trypsin coupled, fluorescence; O15379; 320,000 compounds, 0.15% hits; inhibition, % at 8.3 µM; in the data active means inhibition above about 26%, passing the limit was not always enough
Target sequence (O15379 whole entry, looked up): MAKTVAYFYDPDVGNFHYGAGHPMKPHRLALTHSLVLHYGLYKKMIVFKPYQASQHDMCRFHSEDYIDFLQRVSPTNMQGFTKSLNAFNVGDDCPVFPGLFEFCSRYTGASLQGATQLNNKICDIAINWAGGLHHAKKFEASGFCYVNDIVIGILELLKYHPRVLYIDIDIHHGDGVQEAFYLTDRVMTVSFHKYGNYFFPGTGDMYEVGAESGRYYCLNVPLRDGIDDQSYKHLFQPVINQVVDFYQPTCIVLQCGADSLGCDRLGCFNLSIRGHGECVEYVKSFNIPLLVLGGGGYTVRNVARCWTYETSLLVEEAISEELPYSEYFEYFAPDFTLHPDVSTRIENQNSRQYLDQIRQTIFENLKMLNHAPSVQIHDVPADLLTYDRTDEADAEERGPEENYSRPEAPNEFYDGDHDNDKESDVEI
HSP90 refold inh: blocks HSP90-mediated luciferase refolding in reticulocyte lysate; Rabbit reticulocyte lysate, luciferase refolding luminescence, 3 h; inhibition, % at 5.6 µM; 290,000 compounds, 0.91% hits; AID 1789;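 active means inhibition above the screen-wide mean plus 3 SD, computed separately per campaign, cut at about 16% in these data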;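 further: 0% = DMSO wells and 100% = 60 µM geldanamycin wells; inhibitors lower the luminescence because luciferase stays unfolded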
Platelet DG rel: platelet dense granule release activity; inhibition, %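 (compounds screened at 7.5 µM in platelet-rich plasma)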; 300,000 compounds, 0.22% hits; human platelet-rich plasma, SFLLRN dense granule ATP release, luminescence; AID 1663;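 active means mean replicate score, as percent of positive control, at or above 50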
HSF1 inh: HSF1 inhibition | AID 2098 | 300,000 compounds, 0.77% hits | activity change, negative = inhibition, % at 7.5 µM (by protocol) | NIH3T3-HGL HSE-luciferase, MG132-induced, luminescence 8 h; hits give low values;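 active means more than half of replicate wells show activity change below -50%, luminescence cut by over half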;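 further: luciferase reports HSF-1 transcriptional activity via heat shock element; 0% = median of DMSO wells and -100% = zero luminescence signal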
IEC-6 tox: IEC-6 cytotoxicity, counter-screen for KLF5 inhibitors; 290,000 compounds, 0.78% hits; AID 1825; inhibition, % at 5 µM; luminescence viability; in the data active means inhibition above about 22%;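 further: 0% = plate median of test compound wells and 100% = cytotoxic reference compound wells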
AI-2 QS mod: modulates the Vibrio harveyi AI-2 quorum sensing system; AID 2094; Vibrio harveyi JMH597 AI-2 luminescence/OD600 ratio, 9 h; hits give low values; strain lacks LuxN and CqsS sensors; 0 = neutral-control median; activity change, % at 7.5 µM; 300,000 compounds, 0.4% hits; in the data active means activity change below about -75%, passing the limit was not always enough;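 further: luminescence divided by OD600 gain over 9 h not by final OD600 alone; inactives centre near 13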
HIF activator: HIF pathway transcriptional activation. 300,000 compounds, 0.32% hits. activation, % at 7.5 µM (by protocol). AID 1910. U2OS HRE-luciferase reporter, luminescence; normalized: DMSO 0%, desferrioxamine 100%;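 active means mean activation of at least 10% of the iron chelator positive control signal, with at least half of replicates also reaching 10%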
HSF-1 act: increases HSF-1 driven luciferase reporter signal | NIH3T3-HGL HSF-1 luciferase reporter, MG132, 8 h; 100% = twice DMSO control signal | activation, % at 9 µM | 300,000 compounds, 1.7% hits;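 active means mean replicate activation of at least 50% with a set share of replicates each reaching 50%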;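 further: 0% = median of the neutral control wells and 100% = twice that signal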
Active calls of the source: *; . = no result given.

item | smiles | aSyn 5UTR inh | KLF5 inhibitor | HDAC3 inhib | HSP90 refold inh | Platelet DG rel | HSF1 inh | IEC-6 tox | AI-2 QS mod | HIF activator | HSF-1 act
1 | C[C@H]1[C@H](C)CC[C@]2(C(=O)O)CC[C@]3(C)C(=CC[C@@H]4[C@@]5(C)CC[C@H](O)C(C)(C)[C@@H]5CC[C@]43C)[C@H]12 | 18 | . | -5 | . | -3 | 0 | . | 16 | 0.2 | -17
2 | O=C(Oc1ccc(Br)cc1)c1cccnc1 | 0 | -27 | -9 | -2 | 4 | -5 | 5 | 18 | 0.9 | -11
3 | COC(=O)N1[C@H](Cc2ccccc2)C=C[C@]1(C)C(=O)O | -8 | -5 | 6 | -6 | -1 | -17 | -4 | 14 | 0.0 | -18
4 | CC1CCCCN1CCNC(=O)c1cnn2ccccc12 (stereo unspecified) | 5 | 12 | -10 | 4 | 6 | -7 | 2 | 4 | -0.1 | -24
5 | Cc1ccc(CN2CCCN(C)CC2)c(C)c1 | 3 | -39 | -3 | -2 | 9 | -9 | -6 | . | -0.5 | -4
6 | CC(C)(CN=C1NS(=O)(=O)c2ccccc21)CNC(=O)CN1C(=O)c2ccccc2C1=O | -23 | 5 | -3 | 1 | -1 | -2 | 1 | 26 | -0.5 | 5
7 | CCOC(=O)c1ccc(N2C(=O)c3n[nH]c(C)c3C2c2ccc(OC)c(OC)c2)cc1 (stereo unspecified) | -5 | -18 | 4 | 0 | -2 | -1 | -1 | 1 | 0.5 | 5
8 | CC(C)(C)c1ccc(OCC(O)CSc2ncn[nH]2)cc1 (stereo unspecified) | -15 | -96 | 14 | 9 | -8 | 1 | 2 | 9 | -0.2 | -12
9 | CC(=O)NC(Cc1ccccc1)C(=O)NC1CCN(C(=O)NCc2ccccc2)CC1 (stereo unspecified) | -8 | 3 | . | -4 | -2 | -8 | -3 | 17 | 0.9 | 8
10 | COc1ccc(C2=Nn3c(nnc3-c3ccc(OC)cc3)SC2)cc1 | 100* | 53 | 12 | -2 | 2 | -20 | 82* | 15 | -0.1 | -18
11 | CCCn1nnnc1NCc1ccccc1C | -1 | -52 | 1 | 0 | 11 | -3 | -6 | 19 | -0.1 | 2
12 | COc1ccc(CCNC(=O)CN2C(=O)c3ccccc3C2=O)cc1 | 12 | -21 | -5 | 0 | 6 | -2 | -3 | 8 | -0.2 | 25
13 | C/C(NCCCn1ccnc1)=C(\C#N)C(N)=O | 21 | -16 | 0 | 0 | -6 | -10 | -7 | 21 | 0.0 | 6
14 | Cc1nc2ccc(C(=O)Nc3cccc([N+](=O)[O-])c3)cc2s1 | -127 | -29 | -6 | 1 | -3 | -38 | 0 | 25 | 2.3 | -41
15 | Cc1cccc(Sc2nc(-c3ccccc3)ncc2C(=O)O)c1 | 15 | -30 | 4 | 2 | 3 | -20 | 1 | 7 | 0.4 | -34
16 | CCOC(=O)N1CCC(N2C(=O)c3ccc(C(=O)Nc4ccc(OC)cc4)cc3C2=O)CC1 | -4 | -24 | -6 | -5 | -10 | 3 | -1 | 21 | -0.4 | 3
17 | Cc1ccc(C(=O)n2nc(-c3ccccc3)nc2NCc2ccco2)cc1 | -68 | -40 | 2 | -2 | 0 | 3 | 0 | -4 | 0.3 | -3
18 | O=C(COc1ccc(Cl)cc1)NNC(=S)NCc1ccccc1 | -6 | -20 | 2 | 4 | -4 | -11 | 1 | -19 | 0.1 | 9
19 | COc1cccc(OC)c1C(=O)Nc1ccccc1N1CCCCC1 | 23 | 3 | 10 | 2 | 15 | 11 | 26* | 6 | 0.3 | 29
20 | CC12CN3CC(C)(CN(C1)C3c1ccc(Br)cc1)C2=O (stereo unspecified) | -3 | -20 | 1 | 2 | . | -2 | 1 | 22 | -1.5 | 4
21 | Cc1ccc2nc(-c3ccc(NC(=O)CSCC(=O)O)cc3)sc2c1 | -197 | -145 | -40 | 0 | 1 | 4 | -2 | 8 | 2.1 | 3
22 | N#Cc1nc(-c2ccc(F)cc2)oc1N1CCC(C(N)=O)CC1 | -4 | -33 | -52 | 2 | 3 | 4 | -8 | 44 | -1.8 | -2
23 | CC(NC(=O)[C@H](C)NC(=O)c1ccco1)c1ccc(S(N)(=O)=O)cc1 (stereo partly specified) | -3 | -8 | -4 | 2 | -8 | -6 | -1 | 11 | -0.3 | -13
24 | COc1ccc(-n2nc3c(c2NC(=O)C2CC2)CS(=O)(=O)C3)cc1 | 1 | -22 | 0 | -3 | -5 | -1 | -4 | 15 | -0.1 | 3

Random excerpt: 2 records from the list, in no set order.
item | smiles | aSyn 5UTR inh | KLF5 inhibitor | HDAC3 inhib | HSP90 refold inh | Platelet DG rel | HSF1 inh | IEC-6 tox | AI-2 QS mod | HIF activator | HSF-1 act
4 | CC1CCCCN1CCNC(=O)c1cnn2ccccc12 (stereo unspecified) | 5 | 12 | -10 | 4 | 6 | -7 | 2 | 4 | -0.1 | -24
2 | O=C(Oc1ccc(Br)cc1)c1cccnc1 | 0 | -27 | -9 | -2 | 4 | -5 | 5 | 18 | 0.9 | -11

The listing continues.
item | smiles | aSyn 5UTR inh | KLF5 inhibitor | HDAC3 inhib | HSP90 refold inh | Platelet DG rel | HSF1 inh | IEC-6 tox | AI-2 QS mod | HIF activator | HSF-1 act
25 | COc1ccc(C(=O)NC(=S)NNC(=O)CCc2ccccc2)cc1 | 39 | -28 | 1 | 0 | 1 | 9 | -5 | 18 | -0.2 | 21
26 | O=C1NCCCC1C(=O)N/N=C/c1ccccc1O (stereo unspecified) | -18 | 8 | -3 | -1 | 2 | 2 | 1 | 1 | -0.3 | -7
27 | O=C(Nc1nc2c(c(=O)[nH]1)CCCC2)C1CC1 | -6 | -21 | -6 | 0 | 1 | 0 | 5 | 24 | -1.1 | 14
28 | COc1ccc(-n2nc(C(=O)NCC(=O)NC3CCCCC3)c3ccccc3c2=O)cc1 | 14 | -13 | 1 | 3 | -1 | 4 | 4 | 44 | -0.1 | 45
29 | O=C(c1ccc2c(c1)N(Cc1ccccc1F)C(=O)c1ccccc1S2(=O)=O)N1CCCC1 | -2 | -14 | 3 | 0 | 4 | -3 | -2 | -4 | -0.2 | 11
30 | CCOc1ccc(S(=O)(=O)NC2CCCCCC2)cc1 | 8 | -21 | -1 | -1 | -3 | 9 | 0 | -1 | -0.8 | 27
31 | COC(=O)c1ccc2nc(C)cc(Nc3ccc(N(C)C)cc3)c2c1 | -4 | 17 | 9 | 3 | 15 | 11 | 2 | -4 | 0.3 | 5
32 | CCn1nnc(-c2ccccc2NS(=O)(=O)c2ccc(S(=O)(=O)N3CCCCCC3)cc2)n1 | 18 | -1 | 12 | 1 | -10 | . | 3 | 15 | -0.8 | .
33 | Cc1ccccc1-c1nc(CN2CCC(C(=O)NCc3cccs3)CC2)c(C)o1 | 7 | -9 | -4 | 3 | -1 | -7 | 1 | 28 | -0.2 | 2
34 | COc1cc(O)c2c(c1)OC(C)(C)CC2=O | -7 | -14 | -1 | 0 | -7 | -9 | -1 | 6 | -0.1 | 7
35 | CC1(C)Oc2ccc(C(=O)N3CCOCC3)cc2N(CC(=O)N2CCOCC2)C1=O | 7 | 1 | -4 | 0 | 5 | -9 | 0 | 11 | -0.5 | -5
36 | OCc1n[nH]c(CO)n1 | -15 | -7 | -3 | 5 | -8 | -3 | 4 | 5 | 0.3 | -8
37 | CCN(CC(=O)NCc1ccc(F)cc1)C(=O)CN1CCN(c2ccccc2OC)CC1 | 1 | -19 | -6 | -2 | 2 | 1 | -2 | 10 | 0.3 | -5
38 | N=C1S/C(=C\c2ccc(-c3cccc(Cl)c3)o2)C(=O)N1c1nccs1 | 53 | -31 | -7 | 0 | 4 | 211 | 4 | 15 | 0.4 | 223*
39 | Cc1cccc(C)c1NC(=O)C1CC2CCC1C2 (stereo unspecified) | -7 | . | 2 | . | 9 | 5 | . | 27 | 0.3 | 0
40 | CN(C)CCN(C(=O)c1ccc2ccccc2c1)c1nc2c(F)cccc2s1 | 11 | -15 | -3 | -1 | -15 | 10 | 1 | 20 | 1.0 | -10
41 | CCOC(=O)CSc1cc(C)nc(NC(C)=O)n1 | -2 | -4 | -1 | 3 | -2 | -3 | -1 | 34 | -0.3 | 0
42 | COc1ccc(NC(=O)NNS(=O)(=O)c2cc(C)ccc2C)cc1OC | 8 | 0 | -9 | -5 | -10 | 1 | 3 | 23 | -0.6 | 0
43 | CCN(CC)CCNS(=O)(=O)c1ccc(C(=O)NN)cc1 | -3 | -9 | 1 | 0 | 18 | -10 | -1 | 12 | 0.2 | -11
44 | COc1ccc(-n2c(=O)c3ccccc3n(CC(=O)NC3CCCC3)c2=O)cc1 | -2 | 4 | -2 | 2 | -2 | -4 | -2 | 30 | 0.0 | 0
45 | Cc1ccc(C(C)NC(=O)c2ccc3c(c2)OCO3)cc1C (stereo unspecified) | 5 | -25 | -8 | -2 | 19 | -5 | -2 | 25 | 0.0 | -3
46 | O=C(c1cccs1)N(Cc1ccco1)c1nc(-c2ccc(F)cc2)cs1 | 7 | 6 | -3 | -4 | 1 | 8 | 0 | -1 | 0.3 | 32
47 | CCC(C)c1ccc(NC(=O)N2CCOCC2)cc1 (stereo unspecified) | -102 | -83 | -9 | 0 | 4 | 4 | 3 | 13 | 3.4 | 6
48 | C/C(=N\NS(=O)(=O)c1ccc(C)cc1)c1cc2ccccc2oc1=O | 7 | -13 | 4 | 2 | -4 | 6 | -6 | 7 | 0.1 | 7
49 | COc1ccc(CNC(=O)[C@H](C)[C@@H]2C[C@@]2(C)[C@@H](NC(=O)OCc2ccccc2)c2ccccc2)cc1OC | 8 | 4 | 7 | 4 | 3 | 7 | -5 | -2 | -0.1 | -6
50 | CCc1ncc(CN2CCCC(C(=O)Nc3cccc(-c4cccc(C)c4)c3)C2)cn1 (stereo unspecified) | 35 | -10 | 1 | 0 | -2 | -5 | -4 | 13 | 1.1 | 0
51 | CCC(=O)c1ccc(OC(=O)Cc2ccc(OC)cc2)cc1 | -5 | -46 | -5 | 2 | -8 | -9 | 3 | 8 | -5.0 | 3
52 | COc1ccc(Br)cc1C(=O)Nc1ccc(C(=O)NCC(C)C)cc1 | 23 | -28 | 0 | -4 | -2 | 7 | -5 | 1 | -0.9 | 2
53 | CCN(CC)C(=O)C(=O)c1cn(CC(=O)NCC2CCCO2)c2ccccc12 (stereo unspecified) | -1 | 10 | 4 | 4 | -2 | -6 | 0 | 9 | -0.1 | 4
54 | O=C(OCc1cc(Cl)ccc1OC(F)F)c1cncc(Br)c1 | 7 | -12 | 5 | 5 | 0 | -5 | 2 | 51 | -0.4 | 0
55 | CC(=O)Nc1nc(C)c(-c2csc(Nc3cccc(C(C)=O)c3)n2)s1 | 26 | -19 | 10 | 4 | 6 | 0 | 7 | 8 | 0.0 | 16
56 | COc1ccc(NC(=O)CCCn2c(=S)[nH]c3ccccc3c2=O)cc1 | 23 | -9 | 6 | 1 | -10 | -2 | 3 | -11 | -0.2 | -15
57 | CCCn1nnnc1NCc1ccccc1OCC | -7 | 2 | 0 | -1 | 0 | -10 | -3 | -2 | 1.0 | -5
58 | CCOc1ccc(C(=O)Nc2nccs2)cc1[N+](=O)[O-] | -123 | -21 | 1 | -5 | 0 | 6 | 0 | 9 | 1.1 | 14
59 | O=C(Cn1nc(-c2ccccc2)nc1-c1ccccc1)N1CCOCC1 | 7 | -17 | 3 | -1 | 3 | 2 | 5 | -1 | -0.2 | 5
60 | Cc1nc2ccccc2c(=O)n1/N=C1\C(=O)N(C)c2ccccc21 | -83 | 5 | 1 | -2 | -5 | 13 | -6 | 11 | 0.1 | 18
61 | Cc1ccc(C(=O)Nc2ccccc2NC(=O)c2ccc(C)o2)o1 | 10 | -3 | -2 | -4 | 1 | -8 | -5 | 16 | -0.1 | -2
